GRK2 aptamer HTS = inhibitors of human GRK2 displacing RNA aptamer; bead flow cytometry, FAM-aptamer displacement from GRK2; inhibition of aptamer binding, % at 10 µM; actives 0.59% (n = 330,000); AID 488847;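 active means inhibition of aptamer binding above 40%, roughly 3 SD of noise, on plates passing a quality check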;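 further: median bead fluorescence of bound FAM aptamer so fluorescent compounds give negative values; no value below 0 was filed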
Target sequence (P25098 whole entry, looked up): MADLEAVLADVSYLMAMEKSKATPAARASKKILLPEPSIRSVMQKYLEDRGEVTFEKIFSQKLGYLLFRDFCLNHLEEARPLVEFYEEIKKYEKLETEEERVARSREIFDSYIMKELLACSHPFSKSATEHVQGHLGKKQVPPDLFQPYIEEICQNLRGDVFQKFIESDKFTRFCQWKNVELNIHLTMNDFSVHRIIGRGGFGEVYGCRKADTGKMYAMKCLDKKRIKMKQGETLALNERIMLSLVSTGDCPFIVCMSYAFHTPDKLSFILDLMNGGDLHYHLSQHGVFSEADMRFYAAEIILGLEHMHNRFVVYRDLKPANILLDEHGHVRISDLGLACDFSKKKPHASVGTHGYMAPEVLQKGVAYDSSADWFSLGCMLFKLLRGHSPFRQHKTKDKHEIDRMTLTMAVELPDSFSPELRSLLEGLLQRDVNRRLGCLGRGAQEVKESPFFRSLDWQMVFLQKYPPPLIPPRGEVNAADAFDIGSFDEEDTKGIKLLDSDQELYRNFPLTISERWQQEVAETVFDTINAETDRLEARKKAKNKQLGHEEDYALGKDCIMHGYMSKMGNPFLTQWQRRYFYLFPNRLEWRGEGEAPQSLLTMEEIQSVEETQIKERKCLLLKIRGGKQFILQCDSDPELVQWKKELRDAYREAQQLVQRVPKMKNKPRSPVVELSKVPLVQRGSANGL
GLD-1 TGE inh = GLD-1-TGE RNA interaction inhibition (C. elegans). purified GLD-1 + fluorescein TGE RNA, fluorescence polarization. actives 0.44% (n = 320,000). AID 2280. inhibition, % at 5.96 µM;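 active means percent inhibition above a per-plate cutoff, the plate mean of test compounds plus 3 SD, cut at about 30% in these data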;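 further: 0% = DMSO wells with GLD-1 and probe and 100% = wells lacking GLD-1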
Fam108B inh = counter-screen for RBBP9 inhibitors: inhibitors of mouse Fam108B | recombinant Fam108B, FP-Rh probe fluorescence polarization | AID 1947 | actives 0.33% (n = 300,000) | inhibition, % at 9.51 µM;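 active means inhibition above the screen mean inhibition plus 3 SD, computed separately per campaign, cut at about 18% in these data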;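 further: inhibitors lower polarization as less probe binds the enzyme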
AGP1-GFP MLPCN = alters AGP1-GFP fluorescence in TOR pathway yeast screen | GFP response vs DMSO, % at 10 µM | S. cerevisiae AGP1-GFP multiplex flow cytometry, 3 h; GFP as percent of DMSO wells | actives 0.02% (n = 320,000) | AID 2066;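 active means GFP response relative to DMSO above a set limit, near screen average plus 3 SD, cut at about 150% in these data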;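 further: median GFP channel fluorescence of the gated AGP1 strain per well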
BCLXL inh = inhibitors of human Bcl-xL | GST-Bcl-xL / FITC-Bim BH3 peptide fluorescence polarization | inhibition, % at 10.9 µM | actives 0.7% (n = 320,000);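 active means inhibition above the mean of all tested compounds plus 3 SD, cutoff set per campaign, cut at about 30% in these data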;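 further: 0% = DMSO wells and 100% = unlabeled Bim-BH3 peptide competitor; inhibitors lower millipolarization by displacing the labeled peptide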
CIT2 TOR yeast = yeast TOR pathway CIT2-GFP modulation; S. cerevisiae CIT2-GFP strain, flow cytometry, 3 h; 100 means same as DMSO wells; GFP response vs DMSO, % at 10 µM; actives 0.065% (n = 320,000);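 active means GFP response relative to DMSO above a set limit, near the screen mean plus 3 SD, cut at about 150% in these data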;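 further: ratio of well median GFP fluorescence to mean of DMSO wells on the plate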
VLA-4 inh = inhibition in a human VLA-4 binding assay; actives 0.2% (n = 330,000); P13612; AID 2557; VLA-4 expressing cells, ligand binding flow cytometry; inhibition, % (about 7 µM as worked out from the volumes in the protocol); in the data active means inhibition above about 50%
MEX-5 binding = C. elegans MEX-5 TCR-2 RNA binding activity; Q9XUB2; actives 0.38% (n = 300,000); activity score (negative = inhibition of binding), % at 10 µM; MEX-5/FITC-TCR2 RNA binding, fluorescence polarization; hits give low values;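 active means inhibition past about -25% in most replicates, and total fluorescence under double the plate's negative control median, limit read from the data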;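 further: 0% = DMSO and -100% = 5 µM competing unlabeled TCR2 RNA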
MCL1 BIM primary = inhibitors of human MCL1 binding to BIM-BH3 peptide; actives 0.68% (n = 320,000); inhibition, % at 10.9 µM; Q07820; GST-MCL1 / FITC-Bim-BH3 fluorescence polarization; AID 2057;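 active means inhibition above the mean inhibition of all tested compounds plus 3 SD, set per campaign, cut at about 40% in these data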;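 further: 0% = DMSO wells and 100% = unlabeled Bim-BH3 peptide control; higher means more loss of mP so more displacement of Bim peptide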
Target sequence (Q07820 whole entry, looked up): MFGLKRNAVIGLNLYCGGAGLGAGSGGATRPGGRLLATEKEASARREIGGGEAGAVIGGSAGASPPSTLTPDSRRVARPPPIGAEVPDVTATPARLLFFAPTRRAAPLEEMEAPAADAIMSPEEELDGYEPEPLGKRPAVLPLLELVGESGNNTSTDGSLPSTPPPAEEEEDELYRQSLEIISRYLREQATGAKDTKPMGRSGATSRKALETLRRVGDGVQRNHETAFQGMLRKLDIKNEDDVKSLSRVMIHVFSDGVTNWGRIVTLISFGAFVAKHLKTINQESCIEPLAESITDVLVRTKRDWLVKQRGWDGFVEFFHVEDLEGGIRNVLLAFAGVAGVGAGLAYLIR
* hit, by the source's call; x = no result given.

| cpd | canonical_smiles | GRK2 aptamer HTS | GLD-1 TGE inh | Fam108B inh | AGP1-GFP MLPCN | BCLXL inh | CIT2 TOR yeast | VLA-4 inh | MEX-5 binding | MCL1 BIM primary |
| --- | --- | --- | --- | --- | --- | --- | --- | --- | --- | --- |
| 1 | Cc1ccc(S(=O)(=O)NCCC(=O)N2CCN(S(=O)(=O)c3ccccc3)CC2)cc1C | 1 | 6 | 0 | 98 | 3 | 92 | 5 | 0.1 | 5 |
| 2 | COc1ccc(C(=O)NCCC2=CCCCC2)cc1S(=O)(=O)N1CCOCC1 | 0 | 12 | 2 | 112 | 8 | 100 | 3 | 1.3 | 2 |
| 3 | COc1cccc(C(=O)Nc2ccc(NC(=O)c3cc4ccccc4o3)c(OC)c2)c1 | 7 | 8 | -6 | 98 | 2 | 101 | 5 | 1.7 | -1 |
| 4 | COc1cc(Cl)ccc1OCc1cc(C(=O)NC(C)Cc2cccnc2)no1 (centres undefined) | 0 | 4 | -4 | 97 | 4 | 93 | 6 | -0.7 | 9 |
| 5 | C/C(CC(=O)NCc1ccc(Cl)cc1)=N\NC(=O)Cc1ccccc1 | 3 | 2 | 6 | 98 | 5 | 95 | 5 | -2.7 | 8 |
| 6 | O=C(Nc1ccc2c(c1)OCO2)C(c1ccc(Cl)cc1)N1CCC2(CC1)OCCO2 (centres undefined) | 0 | -2 | 1 | 94 | 4 | 89 | 0 | -2.9 | 0 |
| 7 | Cn1nc(C(F)(F)F)c(/C=N/OC(=O)c2ccccc2)c1SCc1ccccc1Cl | 1 | 1 | 1 | 103 | 5 | 101 | 8 | -0.4 | 2 |
| 8 | Cc1ccc(C(c2c(C)[nH][nH]c2=O)c2c(C)[nH][nH]c2=O)cc1 | 3 | 0 | -1 | 91 | 5 | 88 | 16 | -7.5 | -2 |
| 9 | CCc1ccccc1OCC(=O)NCC1COc2ccccc2O1 (centres undefined) | 0 | 4 | x | 96 | x | 104 | 10 | x | x |
| 10 | CCn1c2c(c(C)cc1=O)C(=O)CC(C)(C)C2 | 2 | 4 | 7 | 98 | 5 | 100 | -10 | 0.1 | -2 |
| 11 | COc1cc(CNn2cnnc2)ccc1OCC(=O)NC1CCCCC1 | 0 | 4 | 1 | 102 | 3 | 101 | 6 | -0.2 | -1 |
| 12 | Cn1c(SCC(=O)N(Cc2ccccc2)C(C)(C)C)nc2ccccc21 | 1 | 3 | 3 | 97 | 0 | 98 | 1 | x | 1 |
| 13 | O=C(Nc1ccc(C(=O)O)cc1)/C(=C/c1cccc(Br)c1)NC(=O)c1ccco1 | 2 | 8 | -2 | 102 | 6 | 107 | 8 | 1.2 | 9 |
| 14 | COc1ccc(N2CCN(C(=O)CSc3ccccc3N)CC2)cc1 | 0 | 3 | -4 | 97 | 1 | 96 | 1 | 1.1 | -4 |
| 15 | CC1=CC(C)(C)NC(=O)N1c1ccc(C)cc1 | 0 | -2 | -2 | 97 | 2 | 97 | 6 | -3.1 | 9 |
| 16 | COC(=O)c1ccccc1NC(=O)CCS(=O)(=O)c1ccc(Br)s1 | 3 | -2 | 1 | 98 | 2 | 97 | -5 | 3.1 | 2 |
| 17 | CCOC(=O)c1sc(NC(=O)C2CC(=O)N(c3ccc4c(c3)OCCO4)C2)nc1C (centres undefined) | 1 | 2 | x | 100 | -6 | 90 | -3 | x | -10 |
| 18 | COc1ccc(CN(C)C(=O)Cc2ccc(S(=O)(=O)N3CCOCC3)s2)cc1OC | 0 | 2 | x | 96 | 3 | 100 | 15 | x | 4 |
| 19 | COc1ccc(-c2cc(C(=O)Nc3ccc(O)cc3)c3ccccc3n2)cc1OC | 0 | 6 | 0 | 105 | 7 | 104 | 3 | 0.5 | 8 |
| 20 | Cc1ccc(N2C(=O)[C@@H]3C(c4ccc(F)cc4)=NO[C@@H]3C2=O)cc1 | 4 | 1 | 5 | 123 | 1 | 108 | 24 | -1.7 | -8 |
| 21 | CCCN1Cc2cccc(C(=O)NCCCOC(C)C)c2C1=O | 0 | 3 | -3 | 106 | 8 | x | -10 | 2.7 | 1 |
| 22 | COc1cc(-c2nc3ccccc3nc2-c2ccc(O)c(OC)c2)ccc1O | 3 | -1 | -1 | 99 | 7 | 97 | 1 | -0.5 | 4 |
| 23 | Nc1ccccc1SCC(=O)Nc1ccc2c(c1)OCO2 | 0 | 2 | -1 | 100 | 6 | x | -5 | 1.5 | 8 |
| 24 | O=C(CN1CCN(Cc2ccc(Cl)cc2)C1=O)NCCCN1CCN(c2ccc(F)cc2)CC1 | 0 | 1 | 4 | 106 | 4 | 110 | -4 | 0.4 | 8 |
| 25 | Cc1nnc(NCc2ccco2)s1 | 27 | -2 | -1 | 102 | 1 | 102 | 0 | -3.2 | 0 |
| 26 | CCOc1cc(CNCCN(C)C)c(Cl)cc1OCC(=O)NCCc1ccccc1 | 0 | 3 | -5 | 89 | 0 | 89 | 6 | 0.4 | 2 |
| 27 | CCOCCc1nnc(NC(=O)C(C)Oc2ccccc2)s1 (centres undefined) | 4 | 0 | 0 | 108 | 4 | 105 | 0 | -0.1 | 3 |
| 28 | O=C(c1cccnc1)N1CCN(Cc2ccc3ccccc3c2)CC1 | 1 | 1 | -3 | 96 | 3 | 86 | 7 | 0.8 | 4 |
| 29 | O=C(COC(=O)c1ccc(C(F)(F)F)cc1)NC(=O)NC1CCCC1 | 0 | 0 | x | 99 | 1 | 92 | -9 | x | 4 |
| 30 | Cc1ccc(-n2c(=O)[nH]cc(C(=O)Nc3ccc4c(c3)OCCO4)c2=O)cc1C | 2 | 5 | 0 | 106 | 3 | 103 | 0 | 1.4 | -3 |
| 31 | O=C(Nc1cc(Cl)ccc1Cl)C1CCCO1 (centres undefined) | 0 | -6 | 5 | 102 | 1 | 120 | -2 | 1.1 | -8 |
| 32 | Fc1ccc(N/N=C2/CC(c3ccccc3)Oc3ccccc32)c(F)c1 (centres undefined) | 0 | 3 | -1 | 105 | 14 | 120 | 0 | 0.4 | 10 |
| 33 | Cc1cccc(NC(=O)NNS(=O)(=O)c2ccc(F)cc2)c1 | 0 | 1 | -2 | 101 | 1 | 94 | x | -1.0 | 11 |
| 34 | CC1COC(=O)C(NNc2ccc(Cl)c(Cl)c2)=N1 (centres undefined) | 4 | 1 | -1 | 97 | 5 | 111 | -24 | -1.6 | 3 |
| 35 | O=C(CN(C(=O)CCC(=O)Nc1nccs1)c1ccccc1F)NCC1CCCO1 (centres undefined) | 2 | -6 | 3 | 111 | 0 | 107 | 7 | -0.1 | 6 |
| 36 | CC1CCN(c2ccc(C(=O)NCc3cccs3)cn2)CC1 | 0 | 5 | -4 | 100 | 1 | 104 | -187 | 0.2 | -2 |
| 37 | CC(C)c1cccc(C(C)C)c1NC(=O)COC(=O)[C@H](C)NC(N)=O | 1 | -8 | -5 | 108 | 3 | 96 | -13 | 1.2 | 3 |
| 38 | O=C(Nc1ccnn1C1CCN(Cc2ccc(Cl)cc2)CC1)C1CCCC1 | 3 | 2 | 3 | 95 | 2 | 97 | 3 | 0.3 | -3 |
| 39 | Cc1ccc(P(=Nc2ccccc2)(N2CCOCC2)N2CCOCC2)o1 | 0 | -1 | -4 | 103 | 3 | 104 | 14 | 1.2 | 1 |
| 40 | CC(Cc1ccccc1)C(=O)Nc1ccc(Br)cc1 (centres undefined) | 4 | 2 | 1 | 101 | 3 | 101 | -4 | -1.8 | -3 |
| 41 | COC(=O)c1oc2ccc(Br)cc2c1-n1cccc1 | 0 | 1 | 5 | 80 | 3 | 78 | 1 | -3.1 | 2 |
| 42 | Cc1ccc(OCc2ccc(C(=O)Nc3ccc(S(N)(=O)=O)cc3)o2)cc1 | 2 | 6 | 0 | 100 | 8 | 99 | -3 | 0.4 | 10 |
| 43 | COc1ccc(CNC(=O)COC(=O)/C=C/c2cccc(Cl)c2)cc1 | 0 | 1 | x | 100 | x | 114 | -3 | x | x |
| 44 | COc1ccccc1CNC(=O)COC(=O)c1ccccc1-c1ccccc1 | 2 | -2 | 3 | 99 | 4 | 87 | 9 | 0.3 | 0 |
| 45 | CCN(CC(=O)Nc1cc(Cl)ccc1C)C(=O)CC1CCCC1 | 1 | -3 | x | 100 | x | 95 | -10 | x | x |
| 46 | CC(C)NC(=O)[C@H]1N2C(=O)c3ccccc3C2SC1(C)C (some centres undefined) | 0 | -4 | 1 | 96 | 0 | 96 | 6 | -4.1 | 4 |
| 47 | Cn1c(SCC(=O)N2CCCCC2)nc2c([nH]c3ccccc32)c1=O | 0 | 3 | 0 | 112 | 5 | 112 | -18 | 1.8 | 0 |
| 48 | Cc1cccc(N/N=C/c2ccncc2)c1 | 2 | -1 | 0 | 99 | 3 | 109 | 10 | 0.9 | 3 |
| 49 | CC(C)(C)N1C(=O)c2ccc(C(=O)Nc3cc(C(=O)O)cc(C(=O)O)c3)cc2C1=O | 1 | 1 | 5 | 100 | 0 | 97 | 6 | 0.6 | 5 |
| 50 | CCOc1ccc(-c2nc(-c3ccccc3)no2)cc1OCC | 8 | 0 | 2 | 104 | -3 | 100 | -16 | -1.4 | -4 |
| 51 | NC(=O)Nc1cccc2ccccc12 | 0 | -6 | 5 | 102 | 4 | 102 | 13 | 1.8 | 1 |

Of the compounds above, 6 contain a furan ring, fused or not.
| cpd | canonical_smiles | GRK2 aptamer HTS | GLD-1 TGE inh | Fam108B inh | AGP1-GFP MLPCN | BCLXL inh | CIT2 TOR yeast | VLA-4 inh | MEX-5 binding | MCL1 BIM primary |
| --- | --- | --- | --- | --- | --- | --- | --- | --- | --- | --- |
| 3 | COc1cccc(C(=O)Nc2ccc(NC(=O)c3cc4ccccc4o3)c(OC)c2)c1 | 7 | 8 | -6 | 98 | 2 | 101 | 5 | 1.7 | -1 |
| 13 | O=C(Nc1ccc(C(=O)O)cc1)/C(=C/c1cccc(Br)c1)NC(=O)c1ccco1 | 2 | 8 | -2 | 102 | 6 | 107 | 8 | 1.2 | 9 |
| 25 | Cc1nnc(NCc2ccco2)s1 | 27 | -2 | -1 | 102 | 1 | 102 | 0 | -3.2 | 0 |
| 39 | Cc1ccc(P(=Nc2ccccc2)(N2CCOCC2)N2CCOCC2)o1 | 0 | -1 | -4 | 103 | 3 | 104 | 14 | 1.2 | 1 |
| 41 | COC(=O)c1oc2ccc(Br)cc2c1-n1cccc1 | 0 | 1 | 5 | 80 | 3 | 78 | 1 | -3.1 | 2 |
| 42 | Cc1ccc(OCc2ccc(C(=O)Nc3ccc(S(N)(=O)=O)cc3)o2)cc1 | 2 | 6 | 0 | 100 | 8 | 99 | -3 | 0.4 | 10 |

Assay outcomes as filed in PubChem.
